# Screens deposited in PubChem BioAssay by National Center for Advancing Translational Sciences (NCATS).
# Pol iota inh: qHTS for Inhibitors of Polymerase Iota. DNA polymerase iota (Homo sapiens), Q9UNA4. Pol iota fluorescent replication assay, 10 min. Potency, µM (titrated, usually from 115 µM), for the others: at the top dose activity, negative = inhibition, hits mostly inhibitors. actives 1% (n = 390,000). AID 588590, 2011; further: potency means the concentration at half of the fitted maximal effect
#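 Pol iota at 10 nM preincubated 15 min with compounds at room temperature; reaction started with fluorescent substrate, 50 nM final. Fluorescence read kinetically at 0 and 10 min; buffer-only wells as negative control.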
# Glioma ERSR ind: qHTS for Inducers of the Endoplasmic Reticulum Stress Response (ERSR) in Human Glioma: qHTS; actives 0.02% (n = 420,000); U87-MG GRP78 promoter luciferase reporter, 16 h; Potency, µM, for inactives: top-dose activation, actives largely listed as activators; AID 602332, 2012; further: potency means the concentration at half of the fitted maximal effect; series mostly up to about 76 µM; % of control where 0% means no effect; nearly all actives have a fitted effect of over 35% in size
#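 Stably transfected U87-MG human glioma cells carrying a GRP78-based luminescent sensor were seeded at 1000 cells/well, pin-dosed with compounds and incubated 16 h. Luciferase reagent was then added, and end-point luminescence was read after 10 min at room temperature.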
# APEX1 inh: qHTS Assay for Inhibitors of the Human Apurinic/apyrimidinic Endonuclease 1 (APE1); recombinant APE1, TAMRA/BHQ-2 abasic DNA cleavage fluorescence; Potency, µM (titrated, usually from 65.8 µM), without a hit: at the highest dose activity change, negative = inhibition, usual class: inhibitors; actives 0.35% (n = 350,000); AID 2517, 2012;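 further: potency means the concentration at half of the fitted maximal effect; plate controls were vehicle for no effect and reference inhibitor for full effect; nearly all actives have a fitted effect of over 55% in size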
# Target sequence (P27695 whole entry, looked up): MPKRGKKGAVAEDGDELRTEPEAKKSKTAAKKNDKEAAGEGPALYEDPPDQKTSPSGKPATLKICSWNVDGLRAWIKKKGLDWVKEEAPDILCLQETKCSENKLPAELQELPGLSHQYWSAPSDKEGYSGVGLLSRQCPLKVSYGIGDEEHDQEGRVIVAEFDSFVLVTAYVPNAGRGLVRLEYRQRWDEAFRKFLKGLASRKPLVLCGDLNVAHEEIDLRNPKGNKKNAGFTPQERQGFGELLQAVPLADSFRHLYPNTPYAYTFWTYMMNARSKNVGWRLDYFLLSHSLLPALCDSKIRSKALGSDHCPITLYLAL
#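 Measures dequenching upon AP-site incision of a 5'-TAMRA/3'-BHQ-2 THF-containing duplex, 50 nM; human APE1 0.75 nM after 15 min room-temperature exposure to compound; kinetic three-point read at one-minute spacing.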
# Apoferritin bind: qHTS Assay for Identification of Novel General Anesthetics | Ferritin light chain (Equus caballus), P02791 | apoferritin/1-aminoanthracene competitive binding, fluorescence | Potency, µM (top dose mostly 77.5 µM), without a hit: top-dose activity change, negative = displacement, hits mostly inhibitors | actives 0.074% (n = 350,000) | AID 485281, 2010; further: potency means the concentration at half of the fitted maximal effect; on the % scale 0 is the no-effect control and ±100 the full control effect; nearly all actives have a fitted effect of over 20% in size
#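 In PBS, apoferritin at 10 uM is loaded with 1-AMA from a 50% saturated solution. After 10 min of compound exposure at ambient temperature, reduced 535 nm fluorescence indicates probe displacement.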
# BLM inh: qHTS Assay for Inhibitors of Bloom's syndrome helicase (BLM) | recombinant BLM DNA unwinding, fluorescence dequenching | Potency, µM (titrated, usually from 56.1 µM), for inactives: top-dose activity change, negative = inhibition, hits mostly inhibitors | actives 0.2% (n = 350,000) | AID 2528, 2010;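 further: potency means the concentration at half of the fitted maximal effect; plate controls were vehicle for no effect and no enzyme for full effect; nearly all actives have a fitted effect of over 35% in size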
# POLB inh: qHTS Assay for Inhibitors of DNA Polymerase Beta; Potency, µM (titrated, usually from 114 µM), inactives show top-dose activity change, negative = inhibition, hits mostly inhibitors; P06746; actives 1.3% (n = 340,000); AID 485314, 2010; Pol beta primer extension/strand displacement, fluorescence kinetic; further: potency means the concentration at half of the fitted maximal effect; on the % scale 0 is the no-effect control and ±100 the full control effect
#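 Homogeneous kinetic assay of primer extension and strand displacement by 10 nM Pol beta, preincubated 15 min at room temperature with compound before 50 nM substrate (final) was added. Read at 0 and 10 min; four-parameter Hill fit.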
# Pol kappa inh: qHTS for Inhibitors of Polymerase Kappa. DNA polymerase kappa (Homo sapiens), Q9UBT6. purified Pol kappa, fluorescent DNA synthesis assay, 10 min. Potency, µM (highest dose often 107 µM), for the others: top-dose activity, negative = inhibition, usual class: inhibitors. actives 0.53% (n = 400,000). AID 588579, 2011; further: potency means the concentration at half of the fitted maximal effect; on the % scale 0 is the no-effect control and ±100 the full control effect
#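 Enzyme at 10 nM met test compounds for 15 min at room temperature. Substrate addition (50 nM final) began the reaction, which was monitored by fluorescence at 0 and 10 min.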
# Pol eta inh: qHTS for Inhibitors of Polymerase Eta | DNA polymerase eta (Homo sapiens), Q9Y253 | AID 588591, 2011 | Potency, µM (top dose mostly 114 µM), for the others: top-dose activity change, negative = inhibition, most hits filed as inhibitors | recombinant Pol eta, fluorescent DNA replication assay | actives 1.2% (n = 390,000); further: potency means the concentration at half of the fitted maximal effect; on the % scale 0 is the no-effect control and ±100 the full control effect
# Target sequence (Q9Y253 whole entry, looked up): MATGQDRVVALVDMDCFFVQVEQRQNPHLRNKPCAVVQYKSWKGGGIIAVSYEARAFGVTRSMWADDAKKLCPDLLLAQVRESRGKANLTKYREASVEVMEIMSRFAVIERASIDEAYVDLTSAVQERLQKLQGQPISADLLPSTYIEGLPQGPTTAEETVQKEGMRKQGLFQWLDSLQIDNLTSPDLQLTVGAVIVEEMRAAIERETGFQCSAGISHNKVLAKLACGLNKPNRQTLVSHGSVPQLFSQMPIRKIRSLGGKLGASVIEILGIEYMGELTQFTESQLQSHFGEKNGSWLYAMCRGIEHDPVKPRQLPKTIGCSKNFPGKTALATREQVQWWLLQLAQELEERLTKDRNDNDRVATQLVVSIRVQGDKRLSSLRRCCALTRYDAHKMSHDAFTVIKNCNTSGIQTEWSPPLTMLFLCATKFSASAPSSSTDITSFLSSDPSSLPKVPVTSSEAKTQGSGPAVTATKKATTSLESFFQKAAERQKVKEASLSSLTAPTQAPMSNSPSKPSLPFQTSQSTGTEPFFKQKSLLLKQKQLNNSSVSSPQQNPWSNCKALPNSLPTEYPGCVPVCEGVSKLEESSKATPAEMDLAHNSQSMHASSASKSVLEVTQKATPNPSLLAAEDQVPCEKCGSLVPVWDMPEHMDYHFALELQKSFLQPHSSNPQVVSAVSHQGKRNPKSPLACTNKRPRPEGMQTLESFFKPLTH
#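 Pol eta (10 nM) was preincubated with compounds for 15 min at room temperature, after which fluorescent replication substrate (50 nM final) was added to start the reaction. Fluorescence was read kinetically at 0 and 10 min.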
# LDHA block: qHTS assay for inhibitors of human lactate dehydrogenase | actives 0.15% (n = 480,000) | AID 1347041, 2019 | purified LDHA, NADH/diaphorase-resazurin fluorescence; active compounds read low | activity change, % (values are at about 110 or 230 µM); in the data active means activity change below about -30%; inconclusive means mostly about -25% to -30%;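 further: plate controls were DMSO wells for no effect and wells without enzyme for full effect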
#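 LDH5 2 nM; NADH 0.06 mM, pyruvate 0.2 mM; 200 mM Tris pH 7.4, EDTA, Tween-20; 5 min RT. Detection: diaphorase 0.133 mg/mL + resazurin 37 µM, fluorescence ex540/em590 at 0 and 20 min; normalized to enzyme-free and DMSO wells.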
# * marks the source's active call; other numbers are inactive results; ? = inconclusive; . = no result given; [ ] = remark or other dose. Unless noted, the call rests on the fitted dose curve; in most records, active means well fitted curve in the direction sought with a large enough effect; inconclusive means small, poorly fitted or top-dose-only effect, or another doubt; inactive means no such curve, though single readings can be large; an effect the other way counts as inactive or inconclusive.
SMILES,Pol iota inh,Glioma ERSR ind,APEX1 inh,Apoferritin bind,BLM inh,POLB inh,Pol kappa inh,Pol eta inh,LDHA block
CCn1c(-c2ccccc2Cl)nn(CC(=O)Nc2ccc(OC)cc2)c1=S,6%,-2%,-5%,-17%,0%,22%,-28%,-1%,-4
Cc1nc(N)ncc1Sc1ccccc1,175%[activator],1%,-3%,1%,-3%,-1%,-4%,-19%,-4
CC(NC(=O)CSc1nnc(-c2cc3cc(Cl)ccc3o2)n1C)c1ccccc1 (configuration not stated),2%,-4%,-4%,?,-6%,-11%,-9%,5%,-7
COc1ccc2oc(C(=O)OC/C(O)=C(\C#N)c3nc4ccccc4[nH]3)c(C)c2c1,36%[activator],-6%,-1%,-16%,-2%,-5%,-5%,6%,0
CCn1c(SCC(=O)c2ccc3c(c2)OCCO3)nnc1-c1ccco1,-1%,-2%,-6%,-20%,2%,0%,0%,1%,-6
CC(C)=NNc1nc2sc3c(c2c(=O)[nH]1)CC(C)(C)OC3,24%,3%,-1%,86%[activator],1%,2%,-6%,-20%,-2
COc1ccc(C(C(=O)NCc2ccccc2)N(C(=O)c2snc(C(N)=O)c2N)C2CCCC2)cc1O (configuration not stated),27%,-4%,25%,-5%,-8%,-1%,4%,-14%,0
Cc1nn(-c2ccccc2)c(Cl)c1C(=O)OC(C)C(=O)NC(=O)NC1CCCCC1 (configuration not stated),?,-4%,3%,-20%,-7%,2%,-15%,-2%,1
CCC(C)(C)C1CCC2(CC1)NC(=O)N(CC(=O)NCCc1c[nH]c3ccccc13)C2=O (configuration not stated),-29%,-6%,34%,.,.,.,0%,-10%,0
COC(Cc1n[nH]c(=S)n1-c1ccccc1)OC,12%,-1%,18%,-12%,-5%,27%,-16%,-4%,-10

# Some of these compounds in order of number of heavy atoms, smallest number first:
SMILES,Pol iota inh,Glioma ERSR ind,APEX1 inh,Apoferritin bind,BLM inh,POLB inh,Pol kappa inh,Pol eta inh,LDHA block
CCn1c(-c2ccccc2Cl)nn(CC(=O)Nc2ccc(OC)cc2)c1=S,6%,-2%,-5%,-17%,0%,22%,-28%,-1%,-4
CC(NC(=O)CSc1nnc(-c2cc3cc(Cl)ccc3o2)n1C)c1ccccc1 (configuration not stated),2%,-4%,-4%,?,-6%,-11%,-9%,5%,-7
COc1ccc2oc(C(=O)OC/C(O)=C(\C#N)c3nc4ccccc4[nH]3)c(C)c2c1,36%[activator],-6%,-1%,-16%,-2%,-5%,-5%,6%,0

# More results follow:
SMILES,Pol iota inh,Glioma ERSR ind,APEX1 inh,Apoferritin bind,BLM inh,POLB inh,Pol kappa inh,Pol eta inh,LDHA block
CC(C)=CCC/C(C)=C/CC(C)(C)CNCCN1CCNCC1,.,.,-1%,?,-2%,0%,.,.,.
Cc1cc(C)nc(N/N=C/c2ccc(N3CCOCC3)cc2)n1,64%[activator],8%,2%,-6%,2%,?,3%,-14%,4
c1ccc(-c2oc3ncnc(NCCCn4ccnc4)c3c2-c2ccccc2)cc1,-16%,-4%,16%,-12%,5%,11%,-11%,3%,-3
Cc1ccc(-n2c(-c3ccccc3)nsc2=NC#N)cc1,89µM*,-2%,.,.,.,.,-15%,.,-1
O=C(C1CCN(S(=O)(=O)N2CCCCC2)CC1)N1CCCCC1,16%,1%,-4%,31%[activator],5%,22%,1%,-17%,-2
CCN(CC)P(=O)(/C(Cl)=C\Nc1c(C)n(C)n(-c2ccccc2)c1=O)N(CC)CC,-16%,0%,0%,-16%,1%,6%,2%,-7%,5
O=C(Nc1ccc(F)cc1F)NC1CCCCCCC1,22%,16%,20%,?,1%,?,-3%,-8%,-9
C/C(CC(=O)c1ccccc1)=N\NC(=O)CC#N,12%,-1%,13%,-7%,0%,-1%,-13%,5%,-5
CN(C)C(CNC(=O)c1ccc(Br)cc1)c1ccco1 (configuration not stated),34%[activator],0%,1%,1%,-1%,15%,-5%,-12%,0
O=S(=O)(Nc1nccs1)c1ccc(Br)cc1,30%[activator],-8%,-2%,-4%,0%,-1%,-1%,-9%,-2
CN1CCC(N(C)C(=O)c2ccc(Cl)c(S(=O)(=O)N3CCc4ccccc43)c2)CC1,-1%,-1%,-5%,.,.,.,-4%,-3%,-3
CCOc1ccc(CCN2C(=O)C(=O)N([C@H](CCCN(C)Cc3ccccc3)CNCc3ccccc3)C[C@@H]2C(C)C)cc1,.,.,-2%,-22%,5%,1%,.,.,.
O=C(NN1CCOCC1)c1ccc(S(=O)(=O)N2CCCCC2)cc1,99%[activator],-2%,1%,-4%,1%,6%,-4%,0%,-10
COc1ccc2ccc3cccc[n+]3c2c1,-29%,-4%,.,.,.,.,-35%,-3%,-1
CC[C@@H]1CCCCc2ccccc2[C@H](C(=O)C[C@@H](O)CC(C)=O)OC1=O,0%,-4%,-4%,.,.,.,-6%,-2%,-6
Cc1ccccc1CSCC(=O)Nc1ccccc1F,17%,4%,2%,?,1%,-6%,1%,-22%,-3
Cc1cc2cc(CN(Cc3nnnn3C3CCCCC3)CC3CCCO3)c(=O)[nH]c2cc1C (configuration not stated),17%,-4%,-5%,-4%,3%,-19%,-16%,-9%,1
Cn1c(=O)[nH]c(=O)c2[nH]c(CO)nc21,-10%,-5%,.,.,.,.,-2%,-16%,2
Oc1ccccc1CNCc1ccccc1,57%[activator],2%,2%,-9%,-5%,-12%,-11%,-15%,-7
CC1(NC(=O)c2cccc(S(=O)(=O)N3CCCc4ccccc43)c2)CCS(=O)(=O)C1 (configuration not stated),11%,-4%,-15%,.,.,.,-1%,-8%,-4
Cc1cc(C)c2c(=O)[nH]c(SCC(=O)N3CCOCC3)nc2n1,49%[activator],-2%,1%,-2%,0%,?,-6%,-27%,-1
CCc1ccccc1NC(=O)NCc1ccccn1,33%[activator],-4%,13%,-3%,1%,40%,1%,-16%,-2
Cc1ccc2nc(-c3ccc(C)c(NC(=O)COc4ccc(Br)cc4)c3)oc2c1,-5%,0%,.,.,.,.,3%,.,1
COC(C[C@@H]1O[C@@H]1C(=O)[C@H](C)OCc1ccccc1)OC,25%,0%,.,.,.,.,0%,-18%,-7
CN(CC(=O)Nc1cccc(F)c1)CC(=O)N1CCc2ccccc21,12%,-4%,-11%,.,.,.,-18%,?,0
COC(=O)C1CCN(C(=O)COC(=O)c2oc3ccccc3c2C)CC1,-5%,-1%,5%,.,.,.,4%,-1%,-5
COc1cccc(CN2CC(C(=O)NCCOc3cccnc3)CCC2=O)c1 (configuration not stated),19%,-2%,49%[activator],-4%,2%,-26%,-13%,2%,0
Cc1ccc(S(=O)(=O)/N=C2\C(=O)c3ccccc3C([O-])=C2n2cc[n+](CCC(C)C)c2)cc1,-13%,-5%,-2%,-18%,-8%,4%,-10%,-2%,25
Cc1cccc(OCc2nnc(SCC(=O)Nc3ccc(C)cc3C)o2)c1,9%,-3%,.,2%,-3%,1%,-13%,-14%,?
COc1ccc(CCNC(=O)C2CC(c3ccccc3[N+](=O)[O-])=NO2)cc1 (configuration not stated),27%,5%,1%,-16%,-3%,-2%,-1%,-10%,-6
Oc1[nH]c(N=C2N=c3ccccc3=N2)c2ccccc12,144%[activator],10%,-3%,41%[activator],-7%,?,-2%,-8%,-4
CCc1ccccc1S(=O)(=O)Cc1ccc(C(=O)NCc2ccc3c(c2)OCO3)o1,-23%,-5%,12%,?,-7%,30%,-18%,-11%,2
c1ccc(-c2nc(-c3cccnc3)cs2)cc1,31%[activator],?,-5%,-2%,-14%,1%,2%,?,0
CN(C)S(=O)(=O)n1cc(/C=C(\NC(=O)c2ccccc2)C(=O)NCCCN2CCOCC2)c2ccccc21,-14%,-1%,-6%,-10%,3%,0%,-5%,-5%,-1

# Filtered by structure: those above with an NH in an aromatic ring
SMILES,Pol iota inh,Glioma ERSR ind,APEX1 inh,Apoferritin bind,BLM inh,POLB inh,Pol kappa inh,Pol eta inh,LDHA block
COc1ccc2oc(C(=O)OC/C(O)=C(\C#N)c3nc4ccccc4[nH]3)c(C)c2c1,36%[activator],-6%,-1%,-16%,-2%,-5%,-5%,6%,0
CC(C)=NNc1nc2sc3c(c2c(=O)[nH]1)CC(C)(C)OC3,24%,3%,-1%,86%[activator],1%,2%,-6%,-20%,-2
CCC(C)(C)C1CCC2(CC1)NC(=O)N(CC(=O)NCCc1c[nH]c3ccccc13)C2=O (configuration not stated),-29%,-6%,34%,.,.,.,0%,-10%,0
COC(Cc1n[nH]c(=S)n1-c1ccccc1)OC,12%,-1%,18%,-12%,-5%,27%,-16%,-4%,-10
Cc1cc2cc(CN(Cc3nnnn3C3CCCCC3)CC3CCCO3)c(=O)[nH]c2cc1C (configuration not stated),17%,-4%,-5%,-4%,3%,-19%,-16%,-9%,1
Cn1c(=O)[nH]c(=O)c2[nH]c(CO)nc21,-10%,-5%,.,.,.,.,-2%,-16%,2
Cc1cc(C)c2c(=O)[nH]c(SCC(=O)N3CCOCC3)nc2n1,49%[activator],-2%,1%,-2%,0%,?,-6%,-27%,-1
Oc1[nH]c(N=C2N=c3ccccc3=N2)c2ccccc12,144%[activator],10%,-3%,41%[activator],-7%,?,-2%,-8%,-4

# A portion of the library, so the mix of outcomes need not match the whole.
